Screening data: PubChem, Johns Hopkins Ion Channel Center
Kir21 block: inhibitors of mouse Kir2.1 inward-rectifier potassium channel; 0.85% of 310,000 active; B-score at 10 µM; AID 1672, 2009; HEK293-Kir2.1, FluxOR thallium flux fluorescence; stronger effect = lower value;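 active = fluorescence ratio B-score at or below minus 3 SD of library scores, with starting-brightness B-score within 2 SD, cut at about -4.2 in these data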;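 also: channel flux triggered by added potassium and thallium sulfate stimulus; B-score of peak minus minimum fluorescence over baseline after thallium stimulus; more negative B-score means stronger Kir2.1 block with less thallium influx; some compounds called inactive have numbers as strong as hits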
Target sequence (P35561 whole entry, looked up): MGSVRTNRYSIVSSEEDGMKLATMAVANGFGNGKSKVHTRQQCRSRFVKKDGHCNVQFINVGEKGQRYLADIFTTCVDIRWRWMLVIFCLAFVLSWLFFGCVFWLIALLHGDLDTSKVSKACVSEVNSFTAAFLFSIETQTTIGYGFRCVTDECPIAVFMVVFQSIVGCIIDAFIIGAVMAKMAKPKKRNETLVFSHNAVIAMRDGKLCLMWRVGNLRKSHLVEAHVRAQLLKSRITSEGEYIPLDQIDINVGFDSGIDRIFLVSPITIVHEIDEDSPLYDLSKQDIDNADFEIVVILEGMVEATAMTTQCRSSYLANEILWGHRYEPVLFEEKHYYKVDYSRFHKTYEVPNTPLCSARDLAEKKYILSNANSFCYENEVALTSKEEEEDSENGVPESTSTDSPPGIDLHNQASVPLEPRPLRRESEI
KCNQ2 block: KCNQ2 potassium channel inhibitors, primary screen, cell-based, CHO-K1, FluxOR thallium flux, B-score (AID 2156); B-score at 10 µM; 1.1% of 310,000 active; 20 min; stronger effect = lower value;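 active = fluorescence ratio B-score at most minus 3 library SDs, with starting brightness B-score within 2 library SDs, cut at about -5.5 in these data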
* marks the source's active call; other numbers are inactive results; i = inactive.

nr	Kir21 block	KCNQ2 block	compound
1	-0.29	i	CCN1CCN(CCC(=O)Nc2ccc(F)c(F)c2)CC1
2	0.85	i	COc1cc(CN2CCNC(=O)C2CC(=O)N2CCCO2)cc(OC)c1 (stereo unspecified)
3	-0.36	i	COc1cc(NC(=O)C2CC3CCC2C3)c(OC)cc1Cl (stereo unspecified)
4	0.77	i	CN(CCO)c1cc(N2CCN(C(=O)c3ccco3)CC2)c2nonc2c1[N+](=O)[O-]
5	-0.32	i	CCN(CCNC(=O)C1CCCN(S(=O)(=O)c2cnc[nH]2)C1)c1ccccc1 (stereo unspecified)
6	1.3	i	Cc1ccc(S(=O)(=O)NCC(c2ccco2)N2CCOCC2)cc1 (stereo unspecified)
7	-0.25	i	CCOC(=O)c1cc(-c2ccccc2)sc1NC(=O)CSc1nncs1
8	0.09	i	Cc1nn(C)cc1CN(C)C(=O)c1cc(COc2ccc(F)cc2F)on1
9	-0.07	i	O=C(N/N=C\c1ccco1)Nc1cccc(Cl)c1
10	1.8	i	O=C(CSCCS(=O)(=O)c1ccc(Cl)cc1)Nc1ccccc1
11	-3.3	i	Cc1ccc(C2(c3noc(CN4C[C@@H](C)O[C@@H](C)C4)n3)CCCC2)cc1
12	1.1	i	Cc1cc(=O)[nH]c(-c2ccccc2O)n1
13	-0.03	i	COc1cccc(C2Oc3ccccc3C3CC(c4cccs4)=NN32)c1 (stereo unspecified)
14	-0.49	i	Cc1ccccc1-n1c(=O)cc(N2CCc3ccccc3C2)[nH]c1=O
15	0.7	i	CCOC(=O)C1=C(C)OC2(O)c3ccccc3C(=O)C12O (stereo unspecified)
16	0.39	i	COc1cc2c(cc1NC(=O)COC(=O)c1ccc(C(C)(C)C)cc1)oc1ccccc12
17	0.78	i	COc1ccc(N2C(=O)C3CCCN3C2=O)cc1 (stereo unspecified)
18	-2	i	Cc1cc(-c2ccc(Cl)cc2Cl)c(C#N)c(=O)[nH]1
19	3	i	O=S(=O)(/N=C(/Nc1ccccc1)C(F)(F)F)c1ccccc1
20	1.3	i	O=C(Nc1cc(S(=O)(=O)N2CCCC2)ccc1OCC(F)(F)F)c1ccccc1F
21	-1.8	i	O=C1Nc2ccc(F)cc2C12Nc1ccccc1-c1nnc(SCc3ccccc3)nc1O2 (stereo unspecified)
22	-1.6	i	COc1ccccc1CN1CC(C(=O)N(C)CCc2nc3ccc(F)cc3[nH]2)CCC1=O (stereo unspecified)
23	0.44	i	CC1=CC(=O)C(C(C)=Nc2ccccc2Cl)C(=O)O1 (stereo unspecified)
24	-0.86	i	O=C(CC(c1ccccc1O)N1CCCCC1)N1CCCCC1 (stereo unspecified)
25	0.04	i	CCCCCC(=O)c1c(C)[nH]c(C(=O)OCC)c1C
26	-0.08	i	CCC(OC(=O)c1nsc(Cl)c1Cl)C(=O)NCC1CCCO1 (stereo unspecified)
27	0.42	i	COC(=O)c1ccccc1NC(=S)N1CCC(N2CCCCC2)CC1
28	-1.4	i	COc1ccc(C2c3[nH]c4ccccc4c3C[C@H]3C(=O)N(c4ccccc4C(=O)NCCN4CCOCC4)C(=O)N23)cc1 (stereo partly specified)
29	0.14	i	CCOc1ccc(CSC(=N)N)cc1[N+](=O)[O-]
30	-0.07	i	C/C(=N\NC(=O)c1ccccc1)c1ccc(N2CCCCC2)cc1

An excerpt of these results, field by field.
(20) O=C(Nc1cc(S(=O)(=O)N2CCCC2)ccc1OCC(F)(F)F)c1ccccc1F
  Kir21 block = 1.3	KCNQ2 block = i

(21) O=C1Nc2ccc(F)cc2C12Nc1ccccc1-c1nnc(SCc3ccccc3)nc1O2 (stereo unspecified)
  Kir21 block = -1.8	KCNQ2 block = i

(22) COc1ccccc1CN1CC(C(=O)N(C)CCc2nc3ccc(F)cc3[nH]2)CCC1=O (stereo unspecified)
  Kir21 block = -1.6	KCNQ2 block = i

(23) CC1=CC(=O)C(C(C)=Nc2ccccc2Cl)C(=O)O1 (stereo unspecified)
  Kir21 block = 0.44	KCNQ2 block = i

Part of the list above in order of formula weight, smallest number first:
nr	Kir21 block	KCNQ2 block	compound
17	0.78	i	COc1ccc(N2C(=O)C3CCCN3C2=O)cc1 (stereo unspecified)
23	0.44	i	CC1=CC(=O)C(C(C)=Nc2ccccc2Cl)C(=O)O1 (stereo unspecified)
24	-0.86	i	O=C(CC(c1ccccc1O)N1CCCCC1)N1CCCCC1 (stereo unspecified)
27	0.42	i	COC(=O)c1ccccc1NC(=S)N1CCC(N2CCCCC2)CC1
20	1.3	i	O=C(Nc1cc(S(=O)(=O)N2CCCC2)ccc1OCC(F)(F)F)c1ccccc1F

Further records.
nr	Kir21 block	KCNQ2 block	compound
31	-0.72	i	Cc1ccccc1NC(=O)CN1C(=O)COc2ccc(Cl)cc21
32	0.49	i	CC(C)C[C@H](NC(=O)c1nc[nH]c1C(=O)NC1CCN(C(=O)OC(C)(C)C)CC1)C(=O)OCc1ccccc1
33	0.06	i	Clc1ccc2oc(-c3cccnc3NCc3ccccc3)nc2c1
34	0.02	i	Cc1c(OC(C)C(=O)NCCCN2CCOCC2)ccc2c3c(c(=O)oc12)CCC3 (stereo unspecified)
35	-0.08	i	O=C(CN1CCOc2ccccc21)N1CCC(Cc2ccccc2)CC1
36	-0.31	i	CCOC(=O)c1c(-c2ccc(OC)cc2)oc2ccc(OCC(N)=O)cc12
37	-0.95	i	O=C(Nc1ccncc1)c1cncc(Br)c1
38	-0.46	i	Cn1c(=O)c2c(nc(NCCc3ccccc3)n2Cc2ccccc2)n(C)c1=O
39	-1	i	Cc1ccc(S(=O)(=O)NC(=NC2CCCCC2)c2ccc(F)cc2)cc1
40	-0.61	i	CCCCNC(=O)NS(=O)(=O)c1ccc(C(=O)OC(C)C)o1
41	2.5	i	Cc1nc2cc(NCc3ccc(Cl)cc3)ccc2n1C
42	-0.39	i	COc1ccc(C(=O)C(/C=N/O)=N/Nc2ccc(F)cc2)cc1
43	0.52	i	CC(=O)NCC(=O)OCC(=O)Nc1ccc(C(C)=O)cc1
44	-1.4	i	Cc1ccccc1NC(=O)c1ccc(Nc2c([N+](=O)[O-])cc([N+](=O)[O-])c3ccccc23)cc1
45	-0.02	i	c1ccc(Cn2nnc3c(N4CCc5ccccc5C4)ncnc32)cc1
46	-0.02	i	O=[N+]([O-])c1ccccc1S(=O)(=O)NC1CCCC1
47	-0.76	i	Cc1ccc(CS(=O)Cc2ccc(C(=O)NCC(C)c3ccccc3)o2)cc1 (stereo unspecified)
48	0.05	i	COc1cc(-c2c(C#N)c(=O)[nH]c3c2c(C)nn3-c2ccccc2)ccc1O
49	-1.1	i	Cc1ccc(C)c(N2CCN(C(=O)CCC(=O)N3CCOc4ccc(Cl)cc43)CC2)c1
50	-1.4	i	O=C(CNC(=O)c1ccccc1)OC1CCCCC1
51	1.3	i	CCCSc1nc(C)cc(C)c1S(C)(=O)=O
52	0.77	i	Cc1cccc(-c2cc(C(=O)Nc3ccc4c(c3)OCCO4)c3ccccc3n2)c1
53	1.4	i	COCc1cc(C)nc(N/N=C/c2ccc(Cl)c(Cl)c2)c1C#N
54	1.8	i	CC(C)CN(C(=O)COc1cccc(-n2cnnn2)c1)C1CCS(=O)(=O)C1 (stereo unspecified)
55	-0.37	i	CN(C)c1ccc(/C=N/n2c(C3CCCCC3)n[nH]c2=S)cc1
56	-3.7	i	CC(C)OC(=O)CSc1nnc(CNc2ccc(Cl)cc2)n1Cc1ccccc1
57	0.09	i	CCCC(=O)Nc1ccc(N2CCN(C(=O)c3ccccc3C)CC2)cc1
58	2	i	Cc1ccc(-c2nc3c(cnn3-c3ccccc3)c(=O)o2)cc1
59	0.79	i	O=C(Nc1ccccc1N1CCCC1)c1cccnc1Cl
60	-0.79	i	N#C/C(=C\c1ccc2c(c1)OCCO2)C(=O)NC1CCCCC1
61	0.19	i	O=C(COC(=O)c1cc(-c2cccs2)nn1-c1ccccc1)Nc1ccc(F)c([N+](=O)[O-])c1
62	0.05	i	CC(C)N(Cc1nc(COc2ccccc2)no1)Cc1nccn1C
63	0.44	i	Cc1cccc(-n2c(C)cc(C)c(C#N)c2=O)c1
64	-0.16	i	CCOc1ccccc1NC(=S)NCCCn1ccnc1
65	1.7	i	CCOC(=O)c1ccc(N2C(=O)C(C)=C(C)C2=O)cc1
66	0.21	i	CCNC(=O)CSc1nc2ccccc2c(=O)n1-c1cc(OC)ccc1OC
67	0.45	i	C/C(Cn1nnc2ccccc21)=N\OC(=O)c1cc(F)c(F)cc1Cl
68	-1.2	i	CNS(=O)(=O)c1cccc(C(=O)OCC(=O)c2ccc(S(=O)(=O)N3CCCCC3)cc2)c1
69	0.99	i	Cc1cccc(-c2nnc(NC(=O)c3ccco3)s2)c1
70	-0.05	i	COc1cc(NC(=S)NC(=O)CC(C)C)ccc1NC(=O)c1cc2ccccc2o1
71	0.46	i	COc1ccccc1C(=O)Nc1ccnn1C1CCN(Cc2csc(C(C)=O)c2)CC1
72	-0.07	i	c1ccc(C2=Nc3ccccc3NC(c3ccccc3)C2)cc1 (stereo unspecified)
73	-0.35	i	CC1CC(=O)C=C(O)C1C(=O)OC(C)(C)C (stereo unspecified)
74	0.09	i	CCSc1ncc(Cl)c(C(=O)Nc2sc3c(c2C(=O)NCc2cccnc2)CCCC3)n1
75	0.58	i	Cc1cc(C)n(CCC(=O)N/N=C/c2cccc([N+](=O)[O-])c2)n1
76	-2	i	Cc1conc1NC(c1cccs1)c1ccc2cccnc2c1O (stereo unspecified)
77	0.19	i	Cn1c(-c2ccc(Br)o2)nc2cc(Br)ccc21
78	-0.03	i	CN1C(=O)c2ccccc2C(C(=O)O)C1c1cccc(Cl)c1 (stereo unspecified)
79	-0.21	i	O=C(CNC(=O)c1ccccc1Br)N/N=C/c1cccs1
80	0.08	i	O=C1CC(c2ccc(F)cc2)CC(O)=C1C=NCCN1CCNCC1 (stereo unspecified)
81	0.21	i	O=C(c1ccccc1)c1ccc(OCC(O)CN2CCN(S(=O)(=O)N3CCCCC3)CC2)cc1 (stereo unspecified)
82	-1.9	i	CCc1nn(C(CC)C(=O)NCCCN2CC(C)CC(C)C2)c(=O)c2cc3oc(C)cc3n12 (stereo unspecified)
83	-1.5	i	COc1ccc(C2=NOC(C(=O)Nc3cccnc3)C2)cc1 (stereo unspecified)
84	1.4	i	COc1ccc(CCNC(=O)C(CCC(N)=O)NS(=O)(=O)c2ccc(Cl)cc2)cc1OC (stereo unspecified)
85	-0.81	i	CCCCC(=O)Nc1ccc(C(=O)Nc2cc(C(F)(F)F)ccc2Cl)cc1
86	-0.77	i	COc1ccccc1NC(=O)NC(=O)N(C(C)C)S(C)(=O)=O
87	-0.29	i	O=C(Nc1ccc(Cl)cc1Cl)c1ccc2c(=O)n3c(nc2c1)CCC3
88	0.66	i	Cc1cc(N2C(=O)C(=O)/C(=C(/O)c3ccccc3)C2c2cccs2)no1 (stereo unspecified)
89	0.51	i	COc1cc(NC(=O)c2cncc(-c3ccc(C#N)cc3)c2)cc(C(=O)Nc2cccc(C(F)(F)F)c2)c1
90	0.06	i	CCOC(=O)CCNC(=O)Nc1ccc2nc(C)n(Cc3ccccc3Cl)c(=O)c2c1

Additional entries follow.
nr	Kir21 block	KCNQ2 block	compound
91	0.06	i	Nc1nc2ccccc2n1C(=O)c1cccs1
92	0.56	i	CCN(CC)Cc1c(C(=O)OC)nnn1-c1nonc1N
93	-0.9	i	CC(C)Cn1c(=O)c2ccccc2c2ccccc2c1=O
94	0.39	i	COc1ccccc1NC(=O)c1ccc(NC(=O)COC(=O)C2(C)CC2(Cl)Cl)cc1 (stereo unspecified)
95	-1.7	i	COc1cccc(-c2nn(C)c3sc(C(=O)NCc4ccc(C)o4)cc23)c1
96	1.9	i	CC(C)[C@H](NC(=O)c1ccco1)C(=O)OCC(=O)Nc1cccc(F)c1
97	0.35	i	C/C(=N/NC(=O)c1ccccc1O)c1ccc(N2C(=O)C3CCCCC3C2=O)cc1 (stereo unspecified)
98	1.4	i	CCCNc1cc(C)oc(=O)c1C(=O)CCC
99	-0.05	i	CCOc1cc(/C=N\NC(=O)c2c(C)nc3ccccn23)ccc1O
100	-0.6	i	CN(C)c1ccc(P(=O)(OC2CCCCC2)C(O)c2ccncc2)cc1 (stereo unspecified)
101	0.57	i	CCNS(=O)(=O)c1ccc(C(=O)OCc2cc(=O)oc3cc(OC)ccc23)cc1
102	-1.3	i	COc1ccc(NC(=O)COC(=O)[C@@H]2CCCN2C(=O)c2cccs2)c(OC)c1
103	-0.61	i	Cc1ccccc1N1CCN(C2CCCN(C(=O)CCC(F)(F)F)C2)CC1 (stereo unspecified)
104	-0.21	i	Cc1ccc(-c2n[nH]c(=O)c3ccccc23)cc1S(=O)(=O)NCCN1CCOCC1
105	-0.41	i	COc1ccc2nc(/N=C(\N)NC(=O)Nc3ccccc3)nc(C)c2c1
106	0.52	i	O=C(O)CCC(=O)N1N=C(c2cccs2)CC1c1ccc(Br)cc1 (stereo unspecified)
107	-5.9	i	O=C1C(C2=NC(C(=O)O)C3C(=O)N(c4ccc(Cl)cc4)C(=O)C23)=C(O)c2ccccc21 (stereo unspecified)
108	0.81	i	Clc1ccc(Cc2noc(Cc3ccccc3)n2)cc1Cl
109	0.14	i	Cc1cc2ncn(S(=O)(=O)N3CCOCC3)c2cc1C
110	0.07	i	CCOC(=O)c1c(C)[nH]c(C(=O)OCc2ccc(F)cc2)c1C
111	-10*	i	COc1cc(/C=C2\C(=O)ON=C2c2ccccc2)cc(Cl)c1O
112	-0.52	i	COc1ccc(C(=O)NNC(=O)c2cccc(F)c2)cc1
113	0.01	i	Cc1cc(O)c(C=Nc2ccc(N3CCOCC3)cc2)c(C)c1Cl
114	-0.69	i	N#CC1=C(Nc2ccc(Br)cc2)CCC1
115	-0.63	i	CCCCC(=O)Nc1cccc(-c2cn3ccsc3n2)c1
116	0.57	-6.6*	Fc1cccc(-c2cc3nc4c(c(N5CCC6(CC5)OCCO6)n3n2)CCCC4)c1
117	-0.25	i	COC(=O)c1cnc(Nc2cc(C)ccc2OC)c2ccccc12
118	1.9	i	CCOC(=O)C1=C(O)/C(=C\c2sccc2C)N=C1C
